Lamin A splicing: changes lamin A minigene splicing in HeLa cells; actives 0.01% (n = 200,000); HeLa LMNA splicing GFP/RFP minigene ratio, 48 h; AID 1487; Potency, µM (series often up to 46.1 µM), inactives show top-dose ratio change, negative = inhibition, most hits filed as inhibitors; active = well fitted inhibition curve with a large enough effect in the signal ratio, with a control signal flat, not every such curve was filed as active; inconclusive = small, poorly fitted or top-dose-only effect, or effect the other way, or a change in a side signal; the % refers to the signal ratio
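S3 HeLa cells stably expressing lamin A-EGFP splicing minigene plus DsRed2, 600 cells/well, 48 h compound exposure at 37C. Laser-scanning cytometry; analysed as GFP (500-530 nm)/RFP (575-640 nm) total intensity ratio; 0.5% DMSO vehicle.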
TRb SRC2 PPI: TRbeta-SRC2 interaction inhibition; Potency, µM (titrated, usually from 106 µM), for the others: top-dose activity change, negative = inhibition, usual class: inhibitors; P10828; TRbeta-SRC2 peptide binding, fluorescence polarization; receptor liganded with 1 µM T3; actives 0.065% (n = 280,000); active = well fitted inhibition curve with a large enough effect; inconclusive = small, poorly fitted or top-dose-only effect, or effect the other way;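 note: plate controls were bound peptide for no effect and peptide without receptor for full effect; nearly all actives have a fitted effect of over 50% in size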
Target sequence (P10828 whole entry, looked up): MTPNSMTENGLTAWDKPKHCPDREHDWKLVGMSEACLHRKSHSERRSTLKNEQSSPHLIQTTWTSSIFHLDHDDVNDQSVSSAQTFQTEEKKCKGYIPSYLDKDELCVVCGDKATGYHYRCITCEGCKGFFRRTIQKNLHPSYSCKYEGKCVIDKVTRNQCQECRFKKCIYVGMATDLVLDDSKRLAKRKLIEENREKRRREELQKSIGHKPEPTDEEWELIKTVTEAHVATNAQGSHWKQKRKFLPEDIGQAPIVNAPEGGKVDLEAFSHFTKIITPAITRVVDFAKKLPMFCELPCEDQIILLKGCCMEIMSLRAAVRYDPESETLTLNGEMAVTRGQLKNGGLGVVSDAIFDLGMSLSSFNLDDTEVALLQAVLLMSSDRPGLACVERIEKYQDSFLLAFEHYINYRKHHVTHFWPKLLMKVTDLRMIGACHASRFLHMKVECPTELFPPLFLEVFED
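Read-out is fluorescence polarization (555 nm excitation, 632 nm emission) of a Texas Red SRC2 coactivator peptide; loss of signal reflects blocked binding to human TRb ligand-binding domain in the presence of 1 uM T3.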
TexasRed fluor: Texas Red fluorescence interference in TRb-SRC2 counter-screen; TRb/SRC2 Texas Red total fluorescence interference; Potency, µM (series often up to 106 µM), without a hit: at the top dose fluorescence change, negative = quenching; actives 0.29% (n = 280,000); AID 1479; active = well fitted curve in either direction with a large enough effect; inconclusive = small, poorly fitted or top-dose-only effect
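Flags fluorescent or light-absorbing compounds by total fluorescence, S + 2P, at 555 nm excitation and 632 nm emission. Mixture: 20 nM Texas Red SRC2 peptide, 0.6 uM human TRb LBD, 1 uM T3, 5% DMSO; compound exposure 5 h at ambient temperature.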
* marks the source's active call; other numbers are inactive results; [ ] = another dose, or the depositor's remark. Unless noted, % is set by controls: 0 for no effect and ±100 for the full control effect; potency is the fitted concentration of half-maximal effect.

For COC(=O)c1ccc(NC(=O)CSc2n[nH]c(-c3ccccc3)n2)cc1 the results were Lamin A splicing 14.3%[46 µM], TRb SRC2 PPI 1.1% and TexasRed fluor 1.4%.
O=C(NCCc1ccccc1)c1ccc(CS(=O)(=O)Cc2ccccc2Cl)o1 was read as Lamin A splicing inconclusive, TRb SRC2 PPI 1.9% and TexasRed fluor -1.5%.
CCCC(=O)Nc1nnc(SCc2cc(=O)c3cc(C)ccc3[nH]2)s1 was read as Lamin A splicing -7.4%[46 µM], TRb SRC2 PPI -0.6% and TexasRed fluor -1.4%.
For COc1ccc(N2C(=O)CSC23C(=O)N(CC(=O)NCCc2ccccc2)c2ccccc23)cc1 (stereo unspecified) the results were Lamin A splicing 16.6%[46 µM], TRb SRC2 PPI 1.5% and TexasRed fluor 0.2%.
`O=C(Nc1ccc(F)c(F)c1)c1cc(S(=O)(=O)NC2CCCCCC2)ccc1F` gave Lamin A splicing inconclusive, TRb SRC2 PPI 2.0% and TexasRed fluor -2.7%.
For CCc1ccc(S(=O)(=O)c2cn(C)c3cc(N4CCCC4)c(F)cc3c2=O)cc1 the results were Lamin A splicing -10.2%[46 µM], TRb SRC2 PPI 6.7% and TexasRed fluor 7.7%.
Screening CN(C)c1ccc(CNc2nc(-c3ccco3)nn2S(=O)(=O)c2ccc(Cl)cc2)cc1 returned Lamin A splicing inconclusive, TRb SRC2 PPI -9.1% and TexasRed fluor inconclusive.
`Cc1ccc(C)c(NC(=O)Cn2ncc3c([nH]c4ccccc43)c2=O)c1` gave Lamin A splicing -4.5%[46 µM], TRb SRC2 PPI 3.2% and TexasRed fluor inconclusive.
Cc1cc(F)ccc1NC1(c2ccccc2)C(=O)c2ccccc2C1=O was read as Lamin A splicing 12.9%[46 µM], TRb SRC2 PPI 3.8% and TexasRed fluor -0.8%.
`N#Cc1ccccc1Cn1cnc2nc3c(cc2c1=O)CCCC3` gave Lamin A splicing 11.3%[46 µM], TRb SRC2 PPI 8.8% and TexasRed fluor -1.4%.
`CN(C)c1ccc(CNC(=O)C2CCN(S(=O)(=O)c3ccc4c(ccn4C)c3)CC2)cc1` gave Lamin A splicing -18.1%[46 µM], TRb SRC2 PPI -6.8% and TexasRed fluor 1.8%.
Cc1cccn2c(=O)c(C(=O)NCc3cccc(F)c3)cnc12 was read as Lamin A splicing inconclusive, TRb SRC2 PPI -2.1% and TexasRed fluor -28.8%.
`Cc1csc2nc(-c3cccc(NC(=O)c4c(F)cccc4F)c3)cn12` gave Lamin A splicing -23.7%[46 µM], TRb SRC2 PPI -0.5% and TexasRed fluor -2.0%.
For Cc1ccc2onc(CC(=O)Nc3cccc(C(F)(F)F)c3)c2c1 the results were Lamin A splicing inconclusive, TRb SRC2 PPI -1.7% and TexasRed fluor 4.5%.
CCC(=O)Nc1ccc2nc(SCCOc3ccc(C)cc3)sc2c1 was read as Lamin A splicing 13.6%[46 µM], TRb SRC2 PPI 1.7% and TexasRed fluor -14.3%.
For Cc1ccc(C)c(NC(=O)C(=O)NCC(c2cccnc2)N2CCN(c3ccc(F)cc3)CC2)c1 (stereo unspecified) the results were Lamin A splicing -5.8%[46 µM], TRb SRC2 PPI -0.5% and TexasRed fluor inconclusive.
Screening COc1ccc(N2CC(c3nc(-c4cc(OC)c(OC)c(OC)c4)no3)CC2=O)cc1Cl (stereo unspecified) returned Lamin A splicing -11.1%[46 µM], TRb SRC2 PPI -10.7% and TexasRed fluor -0.4%.
`Cc1ccc(Cl)cc1N1CCN(c2ncnc3onc(-c4ccc(F)cc4)c23)CC1` gave Lamin A splicing -2.0%[46 µM], TRb SRC2 PPI 2.7% and TexasRed fluor -2.0%.
COc1cc(-c2cc3n(C)c(C)c(CCC(=O)Nc4ccc(F)cc4)c(=O)n3n2)cc(OC)c1OC was read as Lamin A splicing inconclusive, TRb SRC2 PPI 2.9% and TexasRed fluor -4.6%.
`CCc1nc2ccc(C(=O)NCCc3ccc(SC)cc3)cc2nc1CC` gave Lamin A splicing 8.0%[46 µM], TRb SRC2 PPI 6.2% and TexasRed fluor -0.2%.
For Cc1ccc(OCC(=O)N(Cc2ccco2)c2ccccn2)cc1 the results were Lamin A splicing 5.7%[46 µM], TRb SRC2 PPI -5.5% and TexasRed fluor 2.4%.
Screening Cc1c(-c2cccc(NC(=O)Cc3ccccc3)c2)nc2ncccn12 returned Lamin A splicing -5.5%[46 µM], TRb SRC2 PPI -1.9% and TexasRed fluor -0.9%.
For CC(C)CC(=O)Nc1nnc(SCc2cc(=O)n3ccccc3n2)s1 the results were Lamin A splicing -5.9%[46 µM], TRb SRC2 PPI -2.7% and TexasRed fluor 0.0%.
Screening COC(=O)c1ccc(NC(=O)CSc2nc(C)cc(C)c2C(=O)Nc2ccccc2)cc1 returned Lamin A splicing 11.1%[46 µM], TRb SRC2 PPI 0.4% and TexasRed fluor -21.6%.
O=C(NCc1ccc(F)cc1)c1c2c(nc3ccccc13)C(=O)N(C1CCCCC1)C2 was read as Lamin A splicing -4.6%[46 µM], TRb SRC2 PPI -0.2% and TexasRed fluor inconclusive.
For O=C(Nc1cccc(C(F)(F)F)c1)c1cc(S(=O)(=O)N2CCCC2)c[nH]1 the results were Lamin A splicing 21.3%[46 µM], TRb SRC2 PPI 1.7% and TexasRed fluor -15.2%.
Cc1ccc(NS(=O)(=O)c2cc3[nH]c(=O)c(=O)[nH]c3cc2C)cc1N(C)C was read as Lamin A splicing inconclusive, TRb SRC2 PPI 8.4% and TexasRed fluor 2.6%.
Screening Cc1nn(-c2ccc(N3CCCCC3)nn2)c(C)c1CCC(=O)Nc1ccc(F)cc1F returned Lamin A splicing -11.7%[46 µM], TRb SRC2 PPI 8.6% and TexasRed fluor 1.2%.
COc1ccc(NC(=O)c2oc3c(c2C)-c2nn(Cc4c(F)cccc4Cl)cc2CC3)c(OC)c1 was read as Lamin A splicing inconclusive, TRb SRC2 PPI -1.1% and TexasRed fluor 1.2%.
Screening Cc1cccc(NC(=O)NC2COc3ccccc3C2)c1C (stereo unspecified) returned Lamin A splicing inconclusive, TRb SRC2 PPI 5.6% and TexasRed fluor -1.9%.
CC(=O)Nc1ccc(NC(=O)C2(c3cccs3)CCOCC2)cc1 was read as Lamin A splicing 11.3%[46 µM], TRb SRC2 PPI -2.7% and TexasRed fluor 0.0%.
For Cc1ccc(NC(=O)CSc2nc3ccc(NC(=O)COc4ccc(C)cc4)cc3s2)cc1 the results were Lamin A splicing inconclusive, TRb SRC2 PPI -1.0% and TexasRed fluor 3.2%.
COc1cc(Cl)c(C)cc1NC(=O)c1sc2nc3n(c(=O)c2c1C)CCCCC3 was read as Lamin A splicing -6.8%[46 µM], TRb SRC2 PPI 4.4% and TexasRed fluor -3.6%.
Screening CCc1ccc(-n2c(SCc3ccccc3F)nc3[nH]ncc3c2=O)cc1 returned Lamin A splicing inconclusive, TRb SRC2 PPI -7.2% and TexasRed fluor 0.7%.
Screening COc1cc(NC(=O)c2c(C)oc3ncnc(N4CCCCC4)c23)cc(OC)c1 returned Lamin A splicing -1.2%[46 µM], TRb SRC2 PPI 0.1% and TexasRed fluor 2.3%.
For O=C(CS(=O)(=O)c1cccc2nsnc12)N1CCN(c2ccc(F)cc2)CC1 the results were Lamin A splicing inconclusive, TRb SRC2 PPI 4.4% and TexasRed fluor 0.5%.
Screening CCOc1ccc(NC(=O)CN2C(=O)C3(SCC(=O)N3c3ccc(F)cc3)c3ccccc32)cc1 (stereo unspecified) returned Lamin A splicing -3.2%[46 µM], TRb SRC2 PPI -2.0% and TexasRed fluor -1.6%.
Cc1ccc(CNC(=O)CCCN2C(=O)CCn3nc(-c4cn(C)c5ccccc45)cc32)cc1 was read as Lamin A splicing -10.2%[46 µM], TRb SRC2 PPI 0.8% and TexasRed fluor -6.0%.
For CCOC(=O)c1cc(-c2ccccc2)n(CCC(=O)NCCc2ccc(OC)c(OC)c2)c1C the results were Lamin A splicing -1.6%[46 µM], TRb SRC2 PPI -2.9% and TexasRed fluor -0.6%.
For CC(C)c1ccc(NC(=O)C2CCCN(S(=O)(=O)c3ccc4[nH]c(=O)oc4c3)C2)cc1 (stereo unspecified) the results were Lamin A splicing 3.1%[46 µM], TRb SRC2 PPI -1.7% and TexasRed fluor -1.2%.
`CCCc1cc(=O)[nH]c(SCc2nc(-c3ccc(OC)cc3)no2)n1` gave Lamin A splicing -0.2%[46 µM], TRb SRC2 PPI 4.2% and TexasRed fluor -2.1%.
`COc1ccc(NC(=O)CSC2=Nc3ccccc3C3=NC(CC(=O)NCc4ccc(F)cc4)C(=O)N23)cc1` (stereo unspecified) gave Lamin A splicing 9.7%[46 µM], TRb SRC2 PPI -2.5% and TexasRed fluor 1.6%.
COc1ccc(CC2C(=O)Nc3ccc(Br)cc32)cc1OC (stereo unspecified) was read as Lamin A splicing -3.4%[46 µM], TRb SRC2 PPI -7.8% and TexasRed fluor 2.6%.
Screening Cc1ccc(CN2CCCn3nc(C(=O)NCc4ccc(N(C)C)cc4)cc3C2=O)cc1 returned Lamin A splicing 9.1%[46 µM], TRb SRC2 PPI 10.4% and TexasRed fluor 0.0%.
For CC(=O)Nc1cc(C(=O)NCc2ccc(F)cc2Cl)ccc1Sc1ccc(Cl)cc1 the results were Lamin A splicing inconclusive, TRb SRC2 PPI -2.9% and TexasRed fluor -3.4%.
`COc1ccc(N2CCN(C(c3ccccc3)c3sc4nc(-c5ccco5)nn4c3O)CC2)cc1` (stereo unspecified) gave Lamin A splicing -1.1%[46 µM], TRb SRC2 PPI -11.9% and TexasRed fluor -3.3%.
Screening Cc1cccc(N2C(=O)CSC23C(=O)N(CC(=O)NCc2ccccc2Cl)c2ccccc23)c1 (stereo unspecified) returned Lamin A splicing -8.3%[46 µM], TRb SRC2 PPI 0.8% and TexasRed fluor 0.7%.
Screening CC1CCCCN1Cc1c(O)ccc2c(=O)c(-c3ccc(Cl)cc3)coc12 (stereo unspecified) returned Lamin A splicing -6.3%[46 µM], TRb SRC2 PPI 1.3% and TexasRed fluor 3.4%.

An excerpt from above in order of SMILES length, rising:
`CCCc1cc(=O)[nH]c(SCc2nc(-c3ccc(OC)cc3)no2)n1` gave Lamin A splicing -0.2%[46 µM], TRb SRC2 PPI 4.2% and TexasRed fluor -2.1%.
Screening Cc1ccc(CN2CCCn3nc(C(=O)NCc4ccc(N(C)C)cc4)cc3C2=O)cc1 returned Lamin A splicing 9.1%[46 µM], TRb SRC2 PPI 10.4% and TexasRed fluor 0.0%.
Screening Cc1cccc(N2C(=O)CSC23C(=O)N(CC(=O)NCc2ccccc2Cl)c2ccccc23)c1 (stereo unspecified) returned Lamin A splicing -8.3%[46 µM], TRb SRC2 PPI 0.8% and TexasRed fluor 0.7%.
For CC(C)c1ccc(NC(=O)C2CCCN(S(=O)(=O)c3ccc4[nH]c(=O)oc4c3)C2)cc1 (stereo unspecified) the results were Lamin A splicing 3.1%[46 µM], TRb SRC2 PPI -1.7% and TexasRed fluor -1.2%.

(listing goes on)
For CCOc1ccc(CCNC(=O)c2cnc3c(-c4ccc(F)cc4)c(C)nn3c2C)cc1OCC the results were Lamin A splicing 24.4%[46 µM], TRb SRC2 PPI inconclusive and TexasRed fluor inconclusive.
CCOC(=O)c1ccc(NC(=O)CN2C(=O)c3cccnc3Sc3ccccc32)cc1 was read as Lamin A splicing -13.8%[46 µM], TRb SRC2 PPI 2.8% and TexasRed fluor 2.5%.
Cc1ccc(CNC(=O)Cn2c(-c3cccs3)cc3cc(Cl)ccc32)cc1 was read as Lamin A splicing -9.6%[46 µM], TRb SRC2 PPI 3.1% and TexasRed fluor 5.3%.
Screening O=C(c1cccc(Cl)c1)N1CCC(c2nc3ccccc3o2)CC1 returned Lamin A splicing -13.5%[46 µM], TRb SRC2 PPI -2.0% and TexasRed fluor -1.4%.
CC(C)(C)c1ccc(S(=O)(=O)NCc2nc3cccnc3n2Cc2ccccc2Cl)cc1 was read as Lamin A splicing inconclusive, TRb SRC2 PPI 2.7% and TexasRed fluor -5.5%.
For Cc1ccc(OCC(=O)OCc2cc(=O)n3ccsc3n2)cc1C the results were Lamin A splicing -5.9%[46 µM], TRb SRC2 PPI -1.1% and TexasRed fluor -2.1%.
For CCc1cccc(C)c1NC(=O)NC1COc2ccccc2C1 (stereo unspecified) the results were Lamin A splicing inconclusive, TRb SRC2 PPI 0.9% and TexasRed fluor -0.4%.
`O=C(Nc1cc(C(F)(F)F)ccc1Cl)c1cc(S(=O)(=O)NCc2ccccc2)ccc1F` gave Lamin A splicing inconclusive, TRb SRC2 PPI 5.8% and TexasRed fluor -2.3%.
CC(=O)OCc1cnc(C)c2oc(=O)c(C(=O)Nc3ccc(C)cc3Cl)cc12 was read as Lamin A splicing -4.4%[46 µM], TRb SRC2 PPI 3.9% and TexasRed fluor -2.8%.
COC(=O)c1sccc1S(=O)(=O)N(CC(=O)Nc1ccccc1)c1ccccc1 was read as Lamin A splicing -3.8%[46 µM], TRb SRC2 PPI 3.3% and TexasRed fluor 0.9%.

Screens (PubChem)

An excerpt; the hit share may differ from the screen's.
